Compound activity from PubChem BioAssay.
RGS4 act: RGS4 potentiation or activation. hit rate 0.92% among 310,000. HEK293 M3R/inducible RGS4, carbachol calcium flux Fluo4; stronger effect = lower value. B-score at 10 µM. AID 463111;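 active = B-score of the integrated calcium signal more than 4 SD below the library mean, with starting fluorescence not abnormally high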;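 note: negative B-score means reduced calcium response which marks RGS4 activation or potentiation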
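test system = M3R-expressing HEK293 line, RGS4 induced by doxycycline | probe or stimulus = carbachol at ECmax as muscarinic agonist stimulus | timing = dye loading 30 min 37 °C, buffer rest 30 min RT | signal = calcium dye Fluo4 fluorescence | evaluation = B score from integrated fluorescence ratio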
hERG protect: compounds protecting human hERG from proarrhythmic drug block | Q12809 | CHO-hERG, FluxOR thallium flux, dofetilide IC70 present | activation (rescue from dofetilide block), less the hit threshold, % at 10 µM | hit rate 0.51% among 310,000 | AID 1511;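 active = activation above the mean of controls blocked by dofetilide plus 5 SD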;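 note: thallium influx through hERG after potassium depolarization seen as dye fluorescence rise; in these data hits start at about 4.7%; inactives centre near -7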
KCNK3 inh: human KCNK3 channel inhibition, primary screen. O14649. CHO-KCNK3 thallium flux, FluxOR fluorescence; stronger effect = lower value. AID 602410. hit rate 0.84% among 340,000. B-score at 10 µM;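 active = B-score under library mean minus 4 SD, starting fluorescence ratio at most library mean plus 5 SD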;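 note: more negative B-score means stronger inhibition of thallium flux through KCNK3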
Target sequence (O14649 whole entry, looked up): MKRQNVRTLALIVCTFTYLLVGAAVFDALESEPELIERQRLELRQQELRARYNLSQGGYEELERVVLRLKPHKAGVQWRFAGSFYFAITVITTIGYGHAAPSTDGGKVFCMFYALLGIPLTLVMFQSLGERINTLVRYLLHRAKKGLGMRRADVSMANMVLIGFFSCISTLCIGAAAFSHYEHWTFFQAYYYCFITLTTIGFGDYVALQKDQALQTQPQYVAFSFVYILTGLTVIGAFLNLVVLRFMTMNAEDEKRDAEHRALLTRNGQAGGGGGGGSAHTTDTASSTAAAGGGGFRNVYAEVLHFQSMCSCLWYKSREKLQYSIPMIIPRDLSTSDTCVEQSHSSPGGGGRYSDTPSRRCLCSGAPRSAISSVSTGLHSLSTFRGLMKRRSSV
ANO1 block: mouse TMEM16A channel inhibition, primary screen; normalized B-score (activity score, 25-100; higher = stronger inhibition) at 10 µM; HEK293 TMEM16A/YFP iodide influx fluorescence, ionomycin; hit rate 1.2% among 310,000; Q8BHY3;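 active = ratio plate-corrected score three or more library SD toward inhibition, starting fluorescence score within five deviations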;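 note: score derived from kinetic fluorescence span divided by baseline fluorescence per well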
RGS4 block: inhibitors of human RGS4. P49798. B-score at 10 µM. hit rate 0.45% among 310,000. HEK293 M3R/RGS4 inducible, Fluo-4 calcium flux; stronger effect = higher value; triggered by carbachol at its EC20;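 active = B-score, a plate-corrected calcium signal, over three deviations above library mean, with baseline fluorescence within five deviations of library mean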;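 note: RGS4 expression induced by doxycycline in cells with stable M3 receptor; B-score is computed from the integrated fluorescence ratio over baseline after carbachol; higher B-score means a larger calcium signal and so more RGS4 inhibition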
Target sequence (P49798 whole entry, looked up): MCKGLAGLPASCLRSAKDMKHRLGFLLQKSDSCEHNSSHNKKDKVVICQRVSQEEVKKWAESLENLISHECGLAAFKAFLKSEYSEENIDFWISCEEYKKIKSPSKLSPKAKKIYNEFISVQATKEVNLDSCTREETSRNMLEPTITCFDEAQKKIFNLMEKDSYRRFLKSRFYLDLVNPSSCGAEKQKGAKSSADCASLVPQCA
KCNK9 inh: human KCNK9 channel inhibition | HEK293 KCNK9, FluxOR thallium flux fluorescence; stronger effect = lower value | B-score at 10 µM | hit rate 1.2% among 310,000;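 active = ratio B-score over 3 SD below the library mean, with starting fluorescence within 5 SD of its mean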;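 note: negative B-score means less thallium flux so channel inhibition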
Target sequence (Q9NPC2 whole entry, looked up): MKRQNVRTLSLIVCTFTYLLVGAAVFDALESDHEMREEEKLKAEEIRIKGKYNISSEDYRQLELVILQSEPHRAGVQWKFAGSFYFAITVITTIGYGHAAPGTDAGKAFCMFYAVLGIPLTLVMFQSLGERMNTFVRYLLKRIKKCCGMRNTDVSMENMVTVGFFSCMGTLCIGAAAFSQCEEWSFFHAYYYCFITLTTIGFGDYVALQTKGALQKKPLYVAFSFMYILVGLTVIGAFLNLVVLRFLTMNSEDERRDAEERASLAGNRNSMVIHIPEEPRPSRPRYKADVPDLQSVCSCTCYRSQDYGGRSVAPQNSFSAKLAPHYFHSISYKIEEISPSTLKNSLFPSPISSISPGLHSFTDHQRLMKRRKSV
KCNQ1 inh: inhibitors of human KCNQ1 potassium channel. P51787. B-score at 10 µM. CHO-K1 KCNQ1, FluxOR thallium flux fluorescence; stronger effect = higher value. hit rate 1.3% among 310,000;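 active = compounds whose thallium flux B-score, printed positive for inhibition, exceeds three library SD while starting fluorescence stays within three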;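 note: channel opened by potassium depolarization with thallium stimulus after 20 min compound exposure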
SKKanGAS inh: blocks kanamycin growth of S. pyogenes SKKanGAS strain | BacTiter-Glo, 6 h | inhibition, % at 7.5 µM | hit rate 1.3% among 300,000 | AID 1662;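 active = mean replicate score, as percent of positive control median, at least 50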;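 note: strain carries kanamycin resistance gene driven by streptokinase promoter and grows in 40 µg/ml kanamycin; loss of luminescence reflects streptokinase promoter inhibition or plain growth inhibition; 0% = median of DMSO wells and 100% = positive control at its reference dose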
KCNQ1 act: potentiators or activators of human KCNQ1 potassium channel; P51787; CHO-K1 KCNQ1, thallium flux FluxOR fluorescence; stronger effect = higher value; B-score at 10 µM; hit rate 0.35% among 310,000; AID 2648;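 active = fluorescence ratio B-score, a plate-corrected score, at least three library SD, with initial intensity B-score within 5 SD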
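Assay system: CHO-K1 cells stably expressing KCNQ1. Medium: assay buffer for compound exposure, DMSO matched across wells. Timing: 37 °C overnight plating, 90-min dark dye load, 20-min compound pretreatment. Signal: kinetic FluxOR fluorescence, 10 s baseline plus 110 s post-stimulus.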
ANO1 activ: activators or potentiators of mouse TMEM16A chloride channel. Q8BHY3. HEK293 TMEM16A/YFP-H148Q/I152L, iodide quench fluorescence; stronger effect = lower value. B-score at 10 µM. hit rate 0.3% among 340,000. AID 623877;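 active = fluorescence-ratio B-score plate-corrected deviation score at least 3 library SD below zero, with starting fluorescence score within 5 deviations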;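 note: channel opened by trigger with iodide after compound preincubation; score built on the fluorescence ratio of max minus min over baseline; more negative score means more quench and so TMEM16A activation or potentiation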
HDAC3 inh: inhibitors of human histone deacetylase 3. recombinant HDAC3, fluorogenic peptide/trypsin coupled, fluorescence. inhibition, % at 8.3 µM. hit rate 0.15% among 320,000. AID 2718; in the data active = inhibition above about 26%, passing the limit was not always enough
* hit, by the source's call; i = inactive; . = no result given.

| molecule | RGS4 act | hERG protect | KCNK3 inh | ANO1 block | RGS4 block | KCNK9 inh | KCNQ1 inh | SKKanGAS inh | KCNQ1 act | ANO1 activ | HDAC3 inh |
| --- | --- | --- | --- | --- | --- | --- | --- | --- | --- | --- | --- |
| CC(=Nc1ccc2c(c1)CCC2)c1c(O)n(-c2ccccc2)c(=O)[nH]c1=O | i | -3 | i | i | i | i | i | 6 | i | i | -2 |
| COc1ccc2[nH]cc(C(=O)CN(C)C)c2c1 | i | -7 | i | i | i | i | i | 4 | i | i | 3 |
| C[n+]1c(-c2ccccc2)sc2ccccc21 | i | -6 | i | i | i | i | i | -8 | i | i | -5 |
| CN1CCCN(C(=O)COc2ccccc2)CC1 | i | -7 | i | i | i | i | i | 7 | i | i | 0 |
| NP(=O)(OCC(F)(F)F)Oc1ccccc1 (configuration not stated) | i | -2 | i | i | i | i | i | -4 | i | i | 4 |
| c1ccc(CCNC2CCCCCC2)cc1 | i | -2 | i | i | i | i | i | -2 | i | i | -2 |
| Cc1cccc(OP(=O)(Nc2cccnc2)Oc2cccc(C)c2)c1 | i | -12 | i | i | i | i | i | -1 | i | i | -3 |
| CN(C(=O)Cc1ccc2c(c1)OCO2)C1CCCN(Cc2ccccc2F)C1 (configuration not stated) | i | -6 | i | i | i | i | i | -1 | i | i | 1 |
| Fc1ccc(CNCCc2c[nH]c3ccccc23)cc1 | i | -2 | i | i | i | i | i | -2 | i | i | -9 |
| CCn1ccnc1CN1CCCC(C(=O)c2cccc(C(F)(F)F)c2)C1 (configuration not stated) | -9.9* | -8 | i | i | i | i | i | 20 | i | i | -2 |
| COc1cc(/C=C2\C(=O)NC(=O)N(c3ccccc3)C2=O)cc(OC)c1O | i | -6 | i | i | i | i | i | -1 | i | i | 1 |
| COc1ccc(Cn2c(O)c(C=NCCCn3ccnc3)c(=O)[nH]c2=O)cc1 | i | -4 | i | i | i | i | i | 10 | i | i | -3 |
| CC(=NCCCn1ccnc1)c1c(O)n(C)c(=O)n(C)c1=O | i | -8 | i | i | i | i | i | -1 | i | i | -1 |
| Cc1ccc(/C=C2/C(=O)NC(=O)N(Cc3ccc(F)cc3)C2=O)o1 | i | -5 | . | i | 11* | i | i | 4 | i | . | 0 |
| COc1ccc(CC(=O)N2CCN(C)CC2)cc1 | i | -8 | i | i | i | i | i | 0 | i | i | . |
| COc1ccc(CCNCc2ccccn2)cc1OC | i | -6 | i | i | i | i | i | 5 | i | i | 1 |
| Cc1cccn2c(=O)c3c(nc12)N1CCc2ccccc2C1C1(C3)C(=O)NC(=O)N(C)C1=O (configuration not stated) | i | -6 | i | i | i | i | i | -7 | i | i | -4 |
| Cc1c(N=Nc2c(O)n(-c3ccc(Br)cc3)c(=O)[nH]c2=O)c(=O)n(-c2ccccc2)n1C | i | -5 | i | i | i | i | i | -5 | i | i | 3 |
| COc1ccc(OC)c(NC2=NCCS2)c1 | i | -11 | i | i | i | i | i | -2 | i | i | -5 |
| COc1ccc(-n2c(O)c(C(C)=NCCCn3ccnc3)c(=O)[nH]c2=O)cc1 | i | -12 | i | i | i | i | i | 0 | i | i | 3 |
| COc1ccccc1-n1c(CNCC2CCCO2)nc2ccccc2c1=O (configuration not stated) | i | -7 | i | i | i | i | i | -13 | i | i | 0 |
| CCCCN1C(=O)NC(=O)C2(Cc3cc(C)ccc3N(C)C2)C1=O (configuration not stated) | i | -9 | i | i | i | i | i | -1 | i | i | 4 |
| OCCN1C2CCC1CC(O)(c1ccc(F)cc1)C2 (configuration not stated) | i | -8 | i | i | i | i | i | 7 | i | i | -1 |
| Cc1ccccc1OP(N)(=O)Oc1ccccc1C | i | -19 | i | i | i | i | i | -5 | i | i | 1 |
| C=CCn1c(=O)c(C=Nc2cccnc2Cl)c(O)n(CCCC)c1=O | i | -4 | i | i | i | i | i | 2 | i | i | -7 |
| O=C(Cn1ncn2c(cc3cc(F)ccc32)c1=O)N1CCC2(CC1)OCCO2 | i | -3 | i | i | i | i | i | -2 | i | i | -6 |
| Cc1ccc(OCCOc2cccc(C=C3C(=O)NC(=O)NC3=O)c2)cc1 | i | -6 | i | i | i | i | i | 0 | i | i | 1 |
| O=C(c1ccc2c(c1)OCO2)C1CCCN(Cc2ccccn2)C1 (configuration not stated) | i | -4 | i | i | i | i | i | -4 | i | i | 1 |
| CC(=NCCCn1ccnc1)c1c(O)n(C2CCCCC2)c(=O)[nH]c1=O | i | -11 | i | i | i | i | i | -1 | i | i | 1 |
| C=CC[N+]1(C)CC[C@]23c4c5ccc(O)c4O[C@H]2C(=O)CC[C@@]3(O)[C@H]1C5 (some centres not stated) | i | -6 | i | i | i | i | i | -4 | i | i | 4 |
| O=C1NC(=O)C(=Cc2ccc(N3CCOCC3)cc2)C(=O)N1 | i | -3 | i | i | i | i | i | -8 | i | i | 3 |
| O=C(Cn1nc(-c2ccccc2)ccc1=O)N1CCC2(CC1)OCCO2 | i | -9 | i | i | i | i | i | -2 | i | i | 0 |
| O=C(C1CC(c2ccccc2O)=NO1)N1CCC2(CC1)OCCO2 (configuration not stated) | i | -11 | i | i | i | i | i | 1 | i | i | 6 |
| CCOc1ccc(CNCCc2ccc3c(c2)OCO3)cc1 | i | -8 | i | i | i | i | i | -6 | i | i | 4 |
| Cc1cc(OC(=O)c2ccco2)c2c3c(c(=O)oc2c1)CCCC3 | i | -10 | i | 100* | i | i | i | -1 | i | i | 20 |
| CC(=NCCCN1CCOCC1)c1c(O)n(-c2ccccc2C)c(=O)[nH]c1=O | i | -7 | i | i | i | i | i | -20 | i | i | -2 |
| Cc1cccc(N2C(=O)/C(=C/N3CCN(C(=O)c4ccco4)CC3)C(=O)NC2=S)c1 | i | -3 | i | i | i | i | i | -4 | i | i | -6 |
| CCOC(=O)[C@@H]1[C@H]2COc3ccc(Br)cc3[C@@H]2N2C(=O)N(c3cccc(C)c3)C(=O)[C@]12C | i | -6 | i | i | i | i | i | 3 | i | i | 4 |
| CC(=O)N1CCN(CCN=Cc2c(O)n(-c3ccc(C)cc3)c(=S)[nH]c2=O)CC1 | i | -9 | i | i | i | i | i | -4 | i | i | 14 |
| CCc1ccc(CN2CCN(Cc3cc(Br)ccc3O)CC2)cc1 | i | -20 | i | i | i | i | i | 1 | i | i | 8 |
| O=C1C2CCN(CC2)C1Cc1ccccc1O (configuration not stated) | i | -6 | . | i | i | i | i | -13 | i | . | -3 |
| CC1=CC(=C2C(=O)NC(=S)NC2=O)C=C(C(F)(F)F)N1C | i | -5 | i | i | i | i | i | -1 | i | i | 0 |
| COc1ccccc1CCNCc1cccc(C(F)(F)F)c1 | i | -11 | i | i | i | i | i | 0 | i | i | -7 |
| COc1ccc2c(c1OC)C(=O)OC2C1c2cc3c(cc2CCN1C)OCO3 (configuration not stated) | i | -8 | i | i | i | i | i | -2 | i | i | 5 |
| CC(C)N1CCN(Cc2cccc3c2OCO3)CC1CCO (configuration not stated) | i | -7 | i | i | i | i | i | -3 | i | i | -3 |
| O=C1CN=C(c2ccc(F)cc2)c2oc3ccccc3c2N1 | i | -21 | i | i | i | i | i | 7 | i | i | -1 |
| Cc1ccc(NP(=O)(Oc2ccccc2F)Oc2ccccc2F)cc1 | i | -13 | i | i | i | i | 6* | 19 | i | i | 21 |
| O=C(CN1CCCCC1)c1ccccc1Cl | i | -4 | i | i | i | i | i | -1 | i | i | -3 |
| Clc1cccc(N2CCNCC2)n1 | i | -2 | i | i | i | i | i | 2 | i | i | 6 |
| CC(=O)OC1(c2ccccc2)CC(C(C)(C)C)CN(C(C)(C)C)C1 (configuration not stated) | i | -7 | i | i | i | i | i | 4 | i | i | 6 |
| O=[N+]([O-])c1cc(F)c(N2CCCCCC2)cc1N1CCNCC1 | i | -13 | i | i | i | i | i | 4 | i | i | -1 |
| Cc1ccc(C2N(c3cc(C)on3)C(=O)C3CCCN32)cc1 (configuration not stated) | i | -7 | i | i | i | i | i | 3 | i | i | -8 |
| COc1ccc(N2C(=O)/C(=C/c3cc(C)n(-c4ccc(C)cn4)c3C)C(=O)NC2=S)c(OC)c1 | i | -13 | i | i | i | i | i | 0 | i | i | -6 |
| CCC(=O)OC1(c2ccccc2)CCN(C)CC1C (configuration not stated) | i | -6 | i | i | i | i | i | -8 | i | i | 7 |
| CCOc1cccc(=NC2CCCCC2)c2c(C)[nH]c(C)c12 | i | -24 | i | 25* | i | i | 7* | 6 | i | i | 3 |
| CNC(=O)ON(C(=O)NC)C1N(C)C(=S)SC1(C)C (configuration not stated) | i | -10 | i | i | i | i | i | -9 | i | i | -3 |

New compounds follow:
| molecule | RGS4 act | hERG protect | KCNK3 inh | ANO1 block | RGS4 block | KCNK9 inh | KCNQ1 inh | SKKanGAS inh | KCNQ1 act | ANO1 activ | HDAC3 inh |
| --- | --- | --- | --- | --- | --- | --- | --- | --- | --- | --- | --- |
| CC1CN=C(NCCc2ccccc2)S1 (configuration not stated) | i | -11 | i | i | i | i | i | 3 | i | i | 0 |
| Cc1ccc(-n2c(CNCc3ccc(F)cc3)nc3ccccc3c2=O)cc1 | i | -7 | i | i | i | i | i | 11 | i | i | -2 |
| Cc1c(C=O)c2ccccc2n1Cc1ccc([N+](=O)[O-])cc1 | i | -7 | i | i | i | i | i | 11 | i | i | 6 |
| CCC(=NCCCn1ccnc1)c1c(O)n(-c2ccccc2)c(=O)[nH]c1=O | i | -9 | i | i | i | i | i | -7 | i | i | 10 |
| COc1ccc(CN2CCN(c3ccccc3)CC2)c(C)c1C | i | -11 | i | i | i | i | i | 5 | i | i | 2 |
| O=C(NC(=C(Cl)Cl)P(=O)(c1ccccc1)c1ccccc1)c1ccccc1 | i | -4 | i | i | i | i | i | -7 | i | i | 3 |
| CCCCn1c(O)c(C(C)=NCc2ccco2)c(=O)[nH]c1=O | i | -9 | i | i | i | i | i | -2 | i | i | -1 |
| CCOc1ccccc1CN1C2CCC1CC(c1ccc(C)cc1)C2 (configuration not stated) | i | -12 | i | i | i | i | 12* | -4 | i | i | 1 |
| CCOC(=O)c1c(/N=C/c2c(O)n(-c3cccc(C)c3)c(=O)[nH]c2=O)sc2c1CCCC2 | i | -1 | i | i | i | i | i | -1 | i | i | 5 |
| Cc1ccc(C(O)P(=O)(Oc2ccccc2)Oc2ccccc2)cc1 (configuration not stated) | i | -9 | i | i | i | i | i | -3 | i | i | 8 |

Some of the compounds tested; the hit share may differ from the screen's.
